Screening results (PubChem BioAssay)
M. tuberculosis – growth inhibition of non-replicating M. tuberculosis (AID 488890) | Mycobacterium tuberculosis non-replicating, growth inhibition; higher % means a stronger effect | one-dose inhibition, % at 25 µM; IC50 in µM for titrated hits | actives 0.39% (n = 320,000); in the data active = a potency from the dose series; inconclusive = inhibition mostly from about 82% at the one dose, without a potency; inactive = the rest, 99 in 100 with inhibition below about 76%;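 note: plate controls were DMSO cells for no effect and high antibiotic wells for full effect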
Salmonella PhoP GFP – Inhibition of PhoP regulon, Salmonella typhi GFP reporter cells, confirmation, 4 h (AID 1850) | actives 0.33% (n = 310,000) | one-dose inhibition, % at 50 µM; IC50 in µM for titrated hits | Salmonella Typhi PhoP-promoter GFP reporter, fluorescence, 4 h; higher % means a stronger effect; in the data active = a potency from the dose series; inconclusive = inhibition mostly from about 25% at the one dose, without a potency; inactive = the rest, 99 in 100 with inhibition below about 19%;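 note: 0% = induced wells with vehicle and 100% = uninduced wells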
inhibitors of VEEV – inhibitors of VEEV TC-83 cytopathic effect, confirmation, Vero cells (AID 588727) | Vero cells, VEEV TC-83 cytopathic effect inhibition; higher % means a stronger effect | inhibition, % at 20 µM, or IC50 in µM where a hit was titrated | actives 0.13% (n = 350,000); in the data active = a potency from the dose series; inconclusive = inhibition mostly from about 14% at the one dose, without a potency; inactive = the rest, 99 in 100 with inhibition below about 12%; note: strong numbers were not always called active
H1N1 NS1A inhibition – H1N1 influenza NS1A inhibitors, functional cell based assay (AID 504329). one-dose inhibition, % at 12.5 µM; IC50 in µM for titrated hits. NS1A functional cell-based assay, percent inhibition; higher % means a stronger effect. actives 0.3% (n = 340,000); in the data active = a potency from the dose series; inconclusive = inhibition above about 27% without an active follow-up result; note: strong numbers were not always called active
H37Rv inhibition – M. tuberculosis growth inhibition, HTS (AID 449762) | actives 0.59% (n = 330,000) | M. tuberculosis H37Rv growth inhibition, 7H9 media; higher % means a stronger effect | inhibition, % at 25 µM; hits with a dose series show IC50 in µM; in the data active = a potency from the dose series; inconclusive = inhibition above about 70% without an active follow-up result;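 note: bacterial growth assessed after seven days of incubation; strong numbers were not always called active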
Starred values were filed as active, the others as inactive; i = inactive; ? = inconclusive; . = no result given.

Order of values – M. tuberculosis | Salmonella PhoP GFP | inhibitors of VEEV | H1N1 NS1A inhibition | H37Rv inhibition
#1 C[C@H](CO)N1C[C@H](C)[C@@H](CN(C)C(=O)Nc2ccc(C(F)(F)F)cc2)Oc2c(cccc2N(C)C)C1=O
→ 39% | . | 6.0% | 1% | -6%
#2 C[C@@H]1NC(=O)c2cc([N+](=O)[O-])cc(I)c2OCC[C@@H](C(=O)NC(CC(=O)O)C(N)=O)NC(=O)[C@H](CC(N)=O)NC1=O (some centres undefined)
→ -9% | -5% | . | . | -2%
#3 Cc1cc(/C=C2\C(=O)NN(c3ccccc3)C2=O)c(C)n1-c1ccccc1O
→ 0% | 1% | 5.2% | 4% | -1%
#4 CC[C@H](C)[C@H](NC(N)=O)C(=O)Nc1ccc2c(c1)OCO2
→ -11% | -24% | 0.1% | 4% | 0%
#5 COc1ccc2[nH]c(=O)c(CNc3ccccc3C)cc2c1
→ 45% | 3% | 2.5% | 3% | 3%
#6 CN(C)c1ncnc2c1ncn2C1OC(CO)C(O)C1O (centres undefined)
→ -3% | -22% | i | 5% | -4%
#7 CC(=O)c1c(C)[nH]c(C(=O)OCC(=O)Nc2ccc(Cl)cc2[N+](=O)[O-])c1C
→ 23% | -6% | i | -3% | 11%
#8 CCc1noc(C)c1C(=O)OCC(=O)Nc1ccccc1SC
→ . | . | 1.4% | -7% | .
#9 O=C(NCC(c1cccs1)N1CCOCC1)c1cn(-c2ccccc2)nc1-c1ccc(F)cc1 (centres undefined)
→ 1% | -8% | 6.9% | -7% | 16%
#10 CC1CC(=O)c2cnc(NCC3CCCO3)nc2C1 (centres undefined)
→ 1% | 2% | 0.8% | 6% | 5%
#11 O=C(Nc1nnc(-c2ccccc2)o1)NC1CCCCC1
→ ? | -3% | 8.5% | 1% | .
#12 CCOC(=O)C1=C(C)N=c2s/c(=C\c3cccn3C)c(=O)n2C1c1cccc(OC)c1OC (centres undefined)
→ -4% | -6% | 9.6% | -6% | -10%
#13 COCCN1CCN(c2c(C)c(C)nc3cc(-c4cccc(OC)c4)nn23)CC1
→ 11% | 12% | 9.5% | 3% | 21%
#14 O=C(Nc1nnc(-c2ccc(F)cc2)o1)c1ccco1
→ . | . | 0.3% | -7% | ?
#15 CC(=O)c1cc(C(=O)N2CCCC(CCC(=O)N(C)CCc3ccccn3)C2)cs1 (centres undefined)
→ -17% | -1% | 1.2% | 4% | -11%
#16 CCn1cc(-c2cc(C(=O)O)on2)c(C)n1
→ -4% | 0% | 0.9% | . | -5%
#17 CCc1cc2c(SCC(=O)NC3CCS(=O)(=O)C3)ncnc2s1 (centres undefined)
→ -5% | 16% | 1.0% | 3% | -2%
#18 CC(C)CN(C(=O)COC(=O)CNC(=O)c1sc2ccccc2c1Cl)C1CCS(=O)(=O)C1 (centres undefined)
→ 10% | 15% | 3.6% | -2% | 5%
#19 CCOc1ccc(NC(=O)CN(C)Cc2ccc3c(c2)OCO3)cc1S(=O)(=O)N1CCCC1
→ 22% | . | 4.5% | -4% | -2%
#20 Cc1cc(=O)[nH]c(N/N=C/c2ccc(Cl)c([N+](=O)[O-])c2)n1
→ -12% | 6% | 2.2% | 5% | 4%
#21 FC(F)(F)Sc1ccc(NC(=S)NCc2ccccc2)cc1
→ ? | 14% | 2.1% | -3% | 11%
#22 N#Cc1ccc(OCC(=O)NCCc2ccc(S(N)(=O)=O)cc2)cc1
→ 6% | -6% | 3.4% | 2% | -3%
#23 CCC(C)NC(=O)CN1C(=O)NC2(CCOc3ccccc32)C1=O (centres undefined)
→ -16% | 4% | 0.8% | 11% | 7%
#24 CC1=NN(c2ccccc2)C(=O)/C1=C\c1cn(C)c2ccccc12
→ 4% | 7% | 2.3% | 19% | 1%
#25 CC(=O)Nc1c2c(nn1-c1ccc(F)cc1)CSC2
→ 1% | 5% | i | 7% | 2%
#26 CC(=O)NC(Cc1ccccc1C)C(=O)NC1CCN(C(=O)c2ccc(C)cc2)CC1 (centres undefined)
→ 4% | 5% | 0.8% | -9% | 0%
#27 COc1ccc(NC(=O)C2CCN(C(=O)c3cccs3)CC2)cc1OC
→ 3% | 1% | 2.7% | 3% | -3%
#28 Cc1nc(NS(=O)(=O)c2cccc([N+](=O)[O-])c2)sc1C(C)(C)C
→ 33% | -8% | 1.7% | -4% | -2%
#29 COCCNC(=O)c1ccc(S(=O)(=O)N2CCCc3ccccc32)cc1
→ 8% | 1% | 0.5% | -8% | 8%
#30 Cc1c(NC(=O)c2nn(CC(C)C)c(=O)c3ccccc23)c(=O)n(-c2ccccc2)n1C
→ . | . | 3.4% | -3% | .
#31 O=C(N/N=C/c1c(Cl)nc2ccccn2c1=O)c1cccnc1
→ -9% | 33% | 3.0% | 4% | -4%
#32 Cc1cccc(-n2nc3c(c2NC(=O)c2ccco2)CS(=O)C3)c1C (centres undefined)
→ 8% | 0% | i | 8% | 5%
#33 COc1ccc(C)cc1NC(=S)NN1CCN(C)CC1
→ -25% | -2% | 2.4% | 1% | 1%
#34 CN(C)c1ccc(/C=N/NC(=O)C2COc3ccccc3O2)o1 (centres undefined)
→ 2% | 5% | i | 6% | -7%
#35 Cc1ccc(CCC(=O)Nc2ccccc2C(=O)O)o1
→ 53% | -3% | 1.8% | 6% | 1%
#36 O=C(c1cccc(S(=O)(=O)N2CCOCC2)c1)N1CCCc2ccccc21
→ -10% | 5% | 7.5% | -3% | -1%
#37 COc1ccc2nc(SCC(=O)Nc3ccc(S(=O)(=O)Nc4onc(C)c4C)cc3)[nH]c2c1
→ 25% | 14% | 0.5% | -7% | -1%
#38 O=S(=O)(NCc1ccccn1)c1ccccn1
→ -1% | 0% | i | -8% | -1%
#39 Cc1ccccc1N1CC(C(=O)Nc2nnc(SCC(=O)Nc3nccs3)s2)CC1=O (centres undefined)
→ 0% | 1% | i | 9% | 1%
#40 O=C(NCc1cccc(Br)c1)C1CC(c2ccccc2C(F)(F)F)=NO1 (centres undefined)
→ 30% | -9% | 0.4% | 7% | 1%
#41 CC(C)C1N(S(=O)(=O)c2ccccc2)CCN1S(=O)(=O)c1ccccc1
→ 6% | 9% | i | -25% | -2%
#42 O=C1CCC(=O)N1c1ccccc1-c1ccccc1
→ 1% | 5% | i | -23% | -6%
#43 COc1ccc(-c2n[nH]c3c2CN(C(=O)c2ccccc2)CC3)cc1
→ 26% | 0% | 6.2% | 2% | -6%
#44 O=C(OCCN1C(=O)c2ccccc2C1=O)[C@@H]1CC(O)CN1S(=O)(=O)c1ccccc1[N+](=O)[O-] (some centres undefined)
→ -14% | . | 1.9% | -11% | -13%
#45 Cc1cc(OCC(=O)N2CCC(O)CC2)c2c(C)cc(=O)oc2c1
→ -1% | -28% | 0.0% | 8% | 0%
#46 CCOC(=O)c1cnc2c(c(C)nn2C)c1Oc1ccc(Cl)cc1
→ 35% | 4% | i | -5% | 21%
#47 O=C1COc2ccc(S(=O)(=O)CCC(=O)N3CCN(c4cccc(C(F)(F)F)c4)CC3)cc2N1
→ 31% | 1% | i | -2% | 3%
#48 COC(=O)c1c(NC(=O)c2cccc([N+](=O)[O-])c2)sc(C(N)=O)c1C
→ . | -5% | 0.2% | 0% | 4%
#49 O=S(=O)(c1cc(F)ccc1F)N1CCN(C2CCCCC2)CC1
→ -5% | -3% | 2.5% | 0% | -13%
#50 O=C(CN1C(=O)NC2(CCCC2)C1=O)Nc1cccc(-c2nnc3n2CCCCC3)c1
→ -5% | 6% | 1.1% | 6% | -11%
#51 COc1ccccc1CN1CC(C(=O)NCCN(C)CCc2ccccc2)CCC1=O (centres undefined)
→ 14% | -7% | 2.7% | 15% | -1%
#52 Cc1cc(Br)ccc1NC(=S)NC1CCCC1
→ ? | -4% | 5.1% | -11% | 2%
#53 COc1ccc(CNC(=O)C(C)N2CCN(S(=O)(=O)c3ccccc3F)CC2)cc1 (centres undefined)
→ 9% | . | 1.0% | -3% | -18%
#54 CCCC1(C(=O)OCC)NC(c2ccc(O)cc2)C2C(=O)N(c3ccc4c(c3)OCCO4)C(=O)C21 (centres undefined)
→ 10% | -3% | 1.4% | -3% | -10%
#55 O=C(COC(=O)CSc1ccc([N+](=O)[O-])cc1)NCCc1ccccc1
→ 39% | 6% | 1.9% | -12% | -1%
#56 CCCOc1ccc([N+](=O)[O-])c(N)c1
→ -13% | 2% | 0.2% | -2% | 0%
#57 COCCNC(=O)Cn1nc(-c2ccc(C)cc2)c2ccccc2c1=O
→ 40% | -5% | 0.4% | -9% | 3%
#58 CCN(CC)S(=O)(=O)c1cc(C(=O)Oc2cccc(-c3cnc4ccccc4n3)c2)ccc1Br
→ 14% | -2% | 7.4% | 10% | 98%
#59 CCOC(=O)c1ccc(NC(=O)C2CC(=O)N=C(N)S2)cc1 (centres undefined)
→ -16% | -5% | 0.2% | -10% | 2%
#60 CCCCCOc1ccc(NS(C)(=O)=O)cc1
→ 7% | 7% | 1.2% | 3% | -1%

Whole records as entered above.
O=C(NCC(c1cccs1)N1CCOCC1)c1cn(-c2ccccc2)nc1-c1ccc(F)cc1 (centres undefined) is listed with M. tuberculosis: 1%; Salmonella PhoP GFP: -8%; inhibitors of VEEV: 6.9%; H1N1 NS1A inhibition: -7%; H37Rv inhibition: 16%
CCn1cc(-c2cc(C(=O)O)on2)c(C)n1 is listed with M. tuberculosis: -4%; Salmonella PhoP GFP: 0%; inhibitors of VEEV: 0.9%; H1N1 NS1A inhibition: .; H37Rv inhibition: -5%

Carrying on.
Order of values – M. tuberculosis | Salmonella PhoP GFP | inhibitors of VEEV | H1N1 NS1A inhibition | H37Rv inhibition
#61 CCN(CC)c1ccc([N+](=O)[O-])cc1C(=O)O
→ -4% | -3% | 1.2% | 0% | -24%
#62 COc1cc(C#N)c(NC(=O)CN2CCC(C(N)=O)CC2)cc1OC
→ 10% | 1% | 1.1% | 8% | -2%
#63 O=C(O)c1c(NC(=O)N2CCOCC2)sc2c1CCCC2
→ -3% | 3% | 0.9% | 19% | -2%
#64 Cc1cc(C)c(S(=O)(=O)Nc2ncccc2C)c(C)c1
→ 1% | -1% | i | -5% | -1%
#65 O=C(O)CNC(=O)/C(=C/c1ccco1)NC(=O)/C=C/c1ccccc1
→ -28% | -31% | 0.5% | -9% | -8%

Some of the entries so far, screen by screen:
#52 Cc1cc(Br)ccc1NC(=S)NC1CCCC1
#53 COc1ccc(CNC(=O)C(C)N2CCN(S(=O)(=O)c3ccccc3F)CC2)cc1 (centres undefined)
#54 CCCC1(C(=O)OCC)NC(c2ccc(O)cc2)C2C(=O)N(c3ccc4c(c3)OCCO4)C(=O)C21 (centres undefined)
#55 O=C(COC(=O)CSc1ccc([N+](=O)[O-])cc1)NCCc1ccccc1
#56 CCCOc1ccc([N+](=O)[O-])c(N)c1
#57 COCCNC(=O)Cn1nc(-c2ccc(C)cc2)c2ccccc2c1=O
#58 CCN(CC)S(=O)(=O)c1cc(C(=O)Oc2cccc(-c3cnc4ccccc4n3)c2)ccc1Br
#59 CCOC(=O)c1ccc(NC(=O)C2CC(=O)N=C(N)S2)cc1 (centres undefined)
#60 CCCCCOc1ccc(NS(C)(=O)=O)cc1
#61 CCN(CC)c1ccc([N+](=O)[O-])cc1C(=O)O
Assay by compound	52	53	54	55	56	57	58	59	60	61
M. tuberculosis	?	9%	10%	39%	-13%	40%	14%	-16%	7%	-4%
Salmonella PhoP GFP	-4%	.	-3%	6%	2%	-5%	-2%	-5%	7%	-3%
inhibitors of VEEV	5.1%	1.0%	1.4%	1.9%	0.2%	0.4%	7.4%	0.2%	1.2%	1.2%
H1N1 NS1A inhibition	-11%	-3%	-3%	-12%	-2%	-9%	10%	-10%	3%	0%
H37Rv inhibition	2%	-18%	-10%	-1%	0%	3%	98%	2%	-1%	-24%

#62 COc1cc(C#N)c(NC(=O)CN2CCC(C(N)=O)CC2)cc1OC
#63 O=C(O)c1c(NC(=O)N2CCOCC2)sc2c1CCCC2
#64 Cc1cc(C)c(S(=O)(=O)Nc2ncccc2C)c(C)c1
#65 O=C(O)CNC(=O)/C(=C/c1ccco1)NC(=O)/C=C/c1ccccc1
Assay by compound	62	63	64	65
M. tuberculosis	10%	-3%	1%	-28%
Salmonella PhoP GFP	1%	3%	-1%	-31%
inhibitors of VEEV	1.1%	0.9%	i	0.5%
H1N1 NS1A inhibition	8%	19%	-5%	-9%
H37Rv inhibition	-2%	-2%	-1%	-8%
